High-throughput results deposited in PubChem BioAssay by National Center for Advancing Translational Sciences (NCATS).
KB-3-1 tox = kills parental KB-3-1 adenocarcinoma cells; KB-3-1 viability, CellTiter-Glo ATP luminescence, 72 h; Potency, µM (highest dose often 46.1 µM), inactives show at the highest dose activity change, negative = cytotoxic, most hits filed as cytotoxic; 400,000 tested, 1.4% active; AID 1347075; further: potency means the concentration at half of the fitted maximal effect; on the % scale 0 is the no-effect control and ±100 the full control effect; nearly all actives have a fitted effect of over 60% in size
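KB-3-1 parental drug-naive adenocarcinoma cells in DMEM/10% FBS, incubated 72 h at 37 C with pin-transferred compounds across a concentration series. Viability by CellTiter-Glo luminescence; concentration-response curves fitted after normalization.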
GLP-1R agonist = activates the human GLP-1 receptor; HEK293 GLP-1R CRE-luciferase, luminescence, 4-6 h; cells express a hypersensitive GLP-1R form; Potency, µM (highest dose often 45.6 µM), inactives show top-dose activation, actives largely listed as activators; 380,000 tested, 0.007% active; AID 624172; further: potency means the concentration at half of the fitted maximal effect; % of control where 0% means no effect
Target sequence (P43220 whole entry, looked up): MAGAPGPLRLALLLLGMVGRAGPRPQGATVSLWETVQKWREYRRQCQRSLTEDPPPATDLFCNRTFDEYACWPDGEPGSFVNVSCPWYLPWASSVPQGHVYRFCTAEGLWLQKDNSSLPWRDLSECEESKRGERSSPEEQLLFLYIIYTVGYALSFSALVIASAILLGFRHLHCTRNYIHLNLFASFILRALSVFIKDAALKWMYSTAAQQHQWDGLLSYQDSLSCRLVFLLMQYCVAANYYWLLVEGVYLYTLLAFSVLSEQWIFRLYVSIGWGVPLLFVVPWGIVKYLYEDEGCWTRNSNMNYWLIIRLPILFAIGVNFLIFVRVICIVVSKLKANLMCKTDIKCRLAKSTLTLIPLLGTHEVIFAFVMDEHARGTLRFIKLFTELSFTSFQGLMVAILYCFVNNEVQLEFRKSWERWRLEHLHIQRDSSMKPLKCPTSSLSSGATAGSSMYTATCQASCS
DRD3 antagonist = D3 dopamine receptor (human) antagonism; D3R cells, DiscoveRx beta-arrestin luminescence, antagonist mode; stronger effect = lower value; max response, negative = inhibition, %; 360,000 tested, 2.5% active; AID 652054; in the data active means max response below about -50%; inconclusive means no clear call, values can overlap the other calls; further: on the % scale 0 is the no-effect control and ±100 the full control effect; mostly tested at two doses, the higher about 12 µM
Target sequence (P35462 whole entry, looked up): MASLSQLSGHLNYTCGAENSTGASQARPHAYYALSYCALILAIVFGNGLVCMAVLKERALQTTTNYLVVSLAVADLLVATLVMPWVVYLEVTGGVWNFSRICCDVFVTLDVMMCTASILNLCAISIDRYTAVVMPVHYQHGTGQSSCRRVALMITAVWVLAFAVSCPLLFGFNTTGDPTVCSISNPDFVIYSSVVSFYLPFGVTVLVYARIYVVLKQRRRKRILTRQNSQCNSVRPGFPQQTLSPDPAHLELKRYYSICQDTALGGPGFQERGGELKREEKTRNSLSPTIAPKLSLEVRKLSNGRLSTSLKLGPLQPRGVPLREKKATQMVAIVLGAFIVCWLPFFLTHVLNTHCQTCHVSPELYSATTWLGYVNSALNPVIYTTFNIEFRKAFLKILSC
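Cells plated overnight at 1500 cells/well, then exposed to library compounds with dopamine controls for 90 minutes at 37 degrees C. DiscoveRx reagent added for 30–60 minutes at room temperature; luminescence read, quantitative HTS format.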
HT1080-NT tox = kills 2HG-producing HT-1080-NT fibrosarcoma cells. HT-1080-NT fibrosarcoma viability, CellTiter-Glo ATP luminescence, 48 h. Potency, µM (titrated, usually from 46.1 µM), for inactives: top-dose activity, negative = less viability, hits mostly cytotoxic. 360,000 tested, 1.6% active;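 further: NT is the 2HG producing partner of a matched IDH1 knockdown line; potency means the concentration at half of the fitted maximal effect; 0% = DMSO-treated cells and -100% = media-only wells without cells; nearly all actives have a fitted effect of over 55% in size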
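Fibrosarcoma NT cells, 750 per well in 5% FBS RPMI, were exposed to compound for 48 hours. Viability: CellTiter-Glo luminescence.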
IL1B secr inh = inhibitors of inflammasome signaling (IL-1 beta secretion). THP-1 LPS/ATP IL-1B secretion, AlphaLISA, 16 h; stronger effect = lower value. activity change, % at 57.5 µM. 360,000 tested, 4.7% active; in the data active means activity change below about -50%; inconclusive means mostly about -30% to -49%; further: on the % scale 0 is the no-effect control and ±100 the full control effect
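Secreted IL-1B measured by AlphaLISA bead assay after 16 h compound exposure of THP-1 cells; compounds (final up to 57.5 uM) added 1 h before LPS (250 ng/mL) and ATP (1.25 mM) stimulation; lower signal means less secretion.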
SW480 rerep = inducers of DNA re-replication in SW480 colon cancer cells | SW480 DNA re-replication, Hoechst DNA content imaging, 48 h | Potency, µM (series often up to 46.1 µM), inactives show top-dose re-replication activation, hits mostly activators | 340,000 tested, 1.8% active; further: potency means the concentration at half of the fitted maximal effect; % of control where 0% means no effect; nearly all actives have a fitted effect of over 55% in size
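First, 250 cells per well were seeded. Next, compound or vehicle (23 nL) was pinned in, plates sat 48 hr at 37 C. Finally Hoechst was added for 40 min before fluorescence scanning.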
HT1080 IDH1KD tx = HT-1080 IDH1 knockdown cell toxicity (counter line) | Potency, µM (doses to about 46.1 µM), inactives show at the highest dose activity, negative = toxicity, usual class: cytotoxic | HT-1080 IDH1 knockdown viability, ATP luminescence, 48 h | 360,000 tested, 2% active;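 further: potency means the concentration at half of the fitted maximal effect; 0% = DMSO wells and -100% = cell-free medium wells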
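HT-1080-IDH1KD cells (IDH1 knocked down), 750/well in RPMI with 5% FBS, treated with compound 48 h at 37 degrees C. Viability by CellTiter-Glo luminescence, normalised to DMSO and no-cell wells; concentration-response curves classed.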
KB-V1 MDR tox = kills drug-selected multidrug resistant KB-V1 cells; KB-V1 MDR cells viability, CellTiter-Glo, 72 h; 400,000 tested, 3.4% active; Potency, µM (highest dose often 46.1 µM), inactives show at the highest dose activity change, negative = cytotoxicity, usual class: cytotoxic; further: potency means the concentration at half of the fitted maximal effect; on the % scale 0 is the no-effect control and ±100 the full control effect; nearly all actives have a fitted effect of over 60% in size
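Compound-treated KB-V1 multidrug-resistant cells, 72 h, 37 degrees C; viability by CellTiter-Glo. Fitted qHTS curves give the values.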
D3 ag = D3 dopamine receptor (human) agonism; D3R DiscoveRx beta-arrestin cells, luminescence, 90 min; max activation, %; 410,000 tested, 0.58% active; AID 652048; P35462; in the data active means max activation above about 30%; further: 0% is about no effect; mostly tested at two doses, the higher about 12 µM
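Cells at 1500/well, incubated overnight, then treated with pinned compounds (dopamine as control) for 90 min at 37 degrees C. DiscoveRx reagent added for 30 - 60 minutes at room temperature; luminescence read.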
Starred values were filed as active, the others as inactive; i = inactive; u = inconclusive; x = no result given; [ ] = dose if it differs, or a comment. Unless noted, the call rests on the fitted dose curve; in most records, active means well fitted curve in the direction sought with a large enough effect; inconclusive means small, poorly fitted or top-dose-only effect, or another doubt; inactive means no such curve, though single readings can be large; an effect the other way counts as inactive or inconclusive. Hits appear at their usual frequency; 12% or so of the library scored in one or more.

SMILES | KB-3-1 tox | GLP-1R agonist | DRD3 antagonist | HT1080-NT tox | IL1B secr inh | SW480 rerep | HT1080 IDH1KD tx | KB-V1 MDR tox | D3 ag
Cc1cc(NS(=O)(=O)c2cn(C)nc2C)no1 | 21% | -6% | 1 | 23% | -4 | -3% | 7% | 0% | 2
CCC(=O)Oc1ccc(C(=O)Nc2cccc(NC(=O)c3ccco3)c2)cc1 | 3% | -2% | 12 | -6% | -13 | -7% | -10% | 10% | 15
CCOc1ccc(NC(=O)Nc2c[nH]c(=O)[nH]c2=O)cc1 | 0% | 1% | x | x | x | x | x | 8% | 4
COc1ccccc1-n1c(SCC(=O)NC(C)(C)C)nnc1-c1ccco1 | 0% | 15% | -27 | 8% | 25 | 6% | -2% | -20% | -2
Cc1ccc(OCC(=O)O)c(-n2nc3ccccc3n2)c1 | 0% | 1% | 11 | 1% | 33 | 1% | 14% | u | 3
CCOC(=O)N1CCN(Cc2cccs2)CC1 | 0% | -7% | 14 | 12% | 12 | -4% | 7% | -12% | 9
CCOC(=O)[C@@H]1[C@H]2COc3cc(OC)ccc3[C@@H]2N2C(=O)N(c3cccc(F)c3)C(=O)[C@@]12C | -2% | -2% | u | 0% | -6 | 4% | -4% | -16% | -9
CCOc1ccc(N(CC(=O)NCc2ccccc2C)S(C)(=O)=O)cc1 | u | 5% | -15 | 1% | -20 | u | -9% | -20% | 0
CC1CCC(C(C)C)C(OC(=O)COC(=O)c2cccn2C)C1 (configuration not stated) | 5% | 3% | 6 | 10% | -16 | -4% | 1% | -23% | 5
COc1ccc2nc(C)cc(SCC(=O)NNC(=O)COc3ccc(C)cc3)c2c1 | 3% | -5% | 0 | 16% | 0 | -29% | 13% | 8% | 4
C=CCNC(=O)c1c[nH]c2ccc(S(=O)(=O)N(C)c3ccc(OCC)cc3)cc2c1=O | -16% | -6% | 0 | 0% | 34 | -3% | 0% | -14% | 2
Clc1ccc(N/N=C/c2cccs2)nn1 | 4% | 8% | 14 | -3% | 20 | -7% | 8% | -28% | 6

Next section, starting with the last 2 of the part before.
SMILES | KB-3-1 tox | GLP-1R agonist | DRD3 antagonist | HT1080-NT tox | IL1B secr inh | SW480 rerep | HT1080 IDH1KD tx | KB-V1 MDR tox | D3 ag
C=CCNC(=O)c1c[nH]c2ccc(S(=O)(=O)N(C)c3ccc(OCC)cc3)cc2c1=O | -16% | -6% | 0 | 0% | 34 | -3% | 0% | -14% | 2
Clc1ccc(N/N=C/c2cccs2)nn1 | 4% | 8% | 14 | -3% | 20 | -7% | 8% | -28% | 6
CC1(C)Cc2c(sc(NC(=O)c3ccc(S(=O)(=O)N4CCCC4)cc3)c2C#N)C(C)(C)N1 | 4% | -4% | -12 | 3% | i | -8% | 8% | -4% | -3
CCc1ccc(NC(=S)N2CCC(NC(=O)C3CCCCC3)CC2)cc1 | -13% | 1% | 1 | 7% | 0 | 6% | 9% | 4% | 1
CN1CCN(C(=O)C23CC4CC(CC(C4)C2)C3)CC1 | 3% | 0% | 3 | 12% | 16 | -2% | 14% | 10% | -17
N#Cc1cnn(CC2CCCCC2)c1N | 0% | 2% | 24 | -4% | 28 | -5% | -6% | 12% | -12
CCCc1c(C(=O)N/N=C(\C)c2ccccc2O)nnn1-c1nonc1N | -10% | 4% | 0 | -13% | 0 | x | -13% | -17% | 15
CC(C)CCN1C(=O)CSCC1(C)C(=O)Nc1ccc2c(c1)OCCO2 (configuration not stated) | -6% | x | 7 | 16% | -7 | x | 10% | -19% | 5
C#CC[N+](C)(C)CCCCCCCCCC | 3.7µM* | -6% | 1 | u | -80* | 21µM* | 12µM* | 5% | -2
COc1ccc(CCC(=O)N2CCCC(Nc3ccc(OC)cc3)C2)cc1 (configuration not stated) | 19% | 3% | -10 | 1% | 33 | -2% | 2% | -23% | -4
COc1ccc(C2(C#N)CCC(=O)N2c2ccccc2)cc1 (configuration not stated) | 8% | 5% | 39 | 11% | 36 | -12% | 9% | -3% | 0
O=C(CSc1ncccn1)Nn1cnnc1 | 5% | -2% | -18 | 12% | 5 | -7% | 8% | 17% | 13
COc1ccc(-c2cc3ccc(OCc4nn[nH]n4)cc3oc2=O)cc1 | 11% | -14% | 29 | 5% | 11 | -22% | 2% | 3% | 2
CN(C)c1ncnc2c1ncn2[C@H]1CN(Cc2ccc(Cl)cc2)C[C@@H](CO)O1 | 0% | 15% | 7 | u | 23 | x | 1% | 2% | 4
c1ccc(-c2ccc(CN3CCSCC3)cc2)cc1 | -3% | -6% | -11 | 3% | -26 | 8% | 3% | -11% | -13
Fc1ccc(CNc2nc(-c3ccc(Cl)cc3)cc(C(F)(F)F)n2)cc1 | u | -8% | x | x | x | x | x | -5% | -15
CCCCCC1CC(CC(=O)NC(=S)Nc2ccccc2Cl)C(=O)O1 (configuration not stated) | 5% | 3% | 2 | 12% | 10 | -3% | 4% | 3% | 1
COc1ccc(-n2nc(C(=O)Nc3ccc4c(c3)OCO4)c3c4ccccc4n(C)c3c2=O)cc1 | 5% | 1% | 20 | 13% | 10 | -2% | 11% | -2% | 2
COc1ccc(-c2csc(NC(=S)NC(=O)c3ccc4ccccc4c3)n2)cc1OC | u | -5% | 22 | 15% | 11 | 15µM* | 6% | u | 8
C/C(=N\Nc1ccc([N+](=O)[O-])cc1)c1cccc(N)c1 | -7% | 28% | -17 | -4% | -29 | 6% | -4% | u | 1
CC(C)CC1NC(=O)N(CC(=O)N2c3ccccc3NC(=O)C2(C)C)C1=O (configuration not stated) | 9% | 7% | -9 | -2% | -16 | -22% | 0% | 5% | 0
O=C(CN1CCCC1)NCC(=O)Nc1ccc(F)cc1 | 3% | 5% | 0 | 1% | 5 | -18%[1.84 µM] | 3% | 8% | 8
N#Cc1c(NC(=O)CSc2ncc(-c3ccccc3)n2CC2CCCO2)sc2c1CCCC2 (configuration not stated) | u | -9% | 57 | u | -17 | 5% | u | 3.3µM* | 13
CCOc1ccc2ccc(OCC)c(/C=N/n3cnnc3)c2c1 | 1% | 18% | 2 | -25% | -73* | -5% | -23% | -2% | 2
CCCc1ccc(OCc2ccc(C(=O)N/N=C/c3cccnc3)o2)cc1 | 8% | 30% | -5 | 2% | 26 | 1% | 6% | -13% | 2
CC1CC(C)CN(S(=O)(=O)c2ccc(C(=O)OCC(=O)Nc3ccccc3)cc2)C1 (configuration not stated) | -1% | -1% | 5 | 5% | 7 | x | 6% | 21% | 3

Fetched one by one from the entries so far:
SMILES | KB-3-1 tox | GLP-1R agonist | DRD3 antagonist | HT1080-NT tox | IL1B secr inh | SW480 rerep | HT1080 IDH1KD tx | KB-V1 MDR tox | D3 ag
CC1CC(C)CN(S(=O)(=O)c2ccc(C(=O)OCC(=O)Nc3ccccc3)cc2)C1 (configuration not stated) | -1% | -1% | 5 | 5% | 7 | x | 6% | 21% | 3
CCCCCC1CC(CC(=O)NC(=S)Nc2ccccc2Cl)C(=O)O1 (configuration not stated) | 5% | 3% | 2 | 12% | 10 | -3% | 4% | 3% | 1
COc1ccc(-c2csc(NC(=S)NC(=O)c3ccc4ccccc4c3)n2)cc1OC | u | -5% | 22 | 15% | 11 | 15µM* | 6% | u | 8
CCCc1ccc(OCc2ccc(C(=O)N/N=C/c3cccnc3)o2)cc1 | 8% | 30% | -5 | 2% | 26 | 1% | 6% | -13% | 2
c1ccc(-c2ccc(CN3CCSCC3)cc2)cc1 | -3% | -6% | -11 | 3% | -26 | 8% | 3% | -11% | -13
C/C(=N\Nc1ccc([N+](=O)[O-])cc1)c1cccc(N)c1 | -7% | 28% | -17 | -4% | -29 | 6% | -4% | u | 1

The listing continues:
SMILES | KB-3-1 tox | GLP-1R agonist | DRD3 antagonist | HT1080-NT tox | IL1B secr inh | SW480 rerep | HT1080 IDH1KD tx | KB-V1 MDR tox | D3 ag
COCCn1c(SCC(=O)NC2CCCCC2C)nc2ccccc2c1=O (configuration not stated) | 6% | 1% | 7 | 1% | 21 | -7% | 1% | u | 21
CC1CC2OC(=O)C3(C)CCCC(C)(C23)C1(O)CCc1ccoc1 (configuration not stated) | -1% | 12% | 8 | -20% | -6 | -3% | 2% | 5% | -6
Cc1ccccc1C(=O)Nc1nnc(-c2cccnc2)o1 | 0% | 0% | 4 | 12% | 18 | 5% | 14% | u | -4
CCOC1=C2CN(S(=O)(=O)c3ccc(C)cc3)[C@H](c3ccccc3)C[C@H]2[C@H]2C(=O)N(c3ccccc3)C(=O)[C@H]2C1 | 0% | -4% | 26 | 17% | 18 | x | 29% | 4% | 10
O=[N+]([O-])c1ccc2oc(C3CCCCC3)nc2c1 | 5% | 18% | 7 | 3% | -7 | u | -1% | 2% | 2
CCn1c(SCc2nc3ccccc3c(=O)[nH]2)nc2ccccc21 | u | 13% | -11 | -5% | -11 | 1% | -17% | u | -2
CCCCn1c(N)c(N(CCC(C)C)C(=O)c2ccc3ccccc3c2)c(=O)[nH]c1=O | 7% | -2% | 22 | 8% | 7 | -16% | -1% | 19% | 0
CCOc1ccc(N=C2C(=O)N(CN3CCOCC3)c3ccccc32)cc1 | 0% | 21% | -9 | 1% | 13 | -3% | -2% | 0% | -5
COc1cccc(-c2cc(C(=O)N3CCc4ccccc4C3)no2)c1 | 0% | 7% | -4 | -2%[9.24 µM] | -4 | 1% | 3% | 2% | 3
Cc1cc(OC(=O)Nc2ccccc2)ccc1Cl | 25% | 4% | 14 | 3% | 2 | x | 4% | 7% | 5
